From PubChem
KOR antag MB = antagonists of human kappa opioid receptor OPRK1, Maybridge library; OPRK1 cells, antagonist mode, fluorescence readout; inhibition, % at 9 µM; actives 0.4% (n = 16,000); AID 652031; in the data active = inhibition above about 50%
Target sequence (P41145 whole entry, looked up): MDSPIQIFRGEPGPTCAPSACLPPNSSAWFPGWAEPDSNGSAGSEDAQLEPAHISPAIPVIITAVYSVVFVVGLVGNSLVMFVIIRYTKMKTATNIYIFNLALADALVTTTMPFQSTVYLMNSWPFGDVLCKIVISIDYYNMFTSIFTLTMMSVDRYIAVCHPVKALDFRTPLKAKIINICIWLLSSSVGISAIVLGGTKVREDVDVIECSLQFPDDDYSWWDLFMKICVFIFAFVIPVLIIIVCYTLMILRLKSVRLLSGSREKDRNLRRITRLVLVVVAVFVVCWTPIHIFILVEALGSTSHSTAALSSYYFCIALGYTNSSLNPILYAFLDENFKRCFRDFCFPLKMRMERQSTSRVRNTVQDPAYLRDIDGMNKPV
Nox1 inhibitor = human Nox1 inhibition; Q9Y5S8; HT29 cells, luminol chemiluminescence ROS; inhibition, % at 6.7 µM; actives 0.81% (n = 16,000); AID 1792
Target sequence (Q9Y5S8 whole entry, looked up): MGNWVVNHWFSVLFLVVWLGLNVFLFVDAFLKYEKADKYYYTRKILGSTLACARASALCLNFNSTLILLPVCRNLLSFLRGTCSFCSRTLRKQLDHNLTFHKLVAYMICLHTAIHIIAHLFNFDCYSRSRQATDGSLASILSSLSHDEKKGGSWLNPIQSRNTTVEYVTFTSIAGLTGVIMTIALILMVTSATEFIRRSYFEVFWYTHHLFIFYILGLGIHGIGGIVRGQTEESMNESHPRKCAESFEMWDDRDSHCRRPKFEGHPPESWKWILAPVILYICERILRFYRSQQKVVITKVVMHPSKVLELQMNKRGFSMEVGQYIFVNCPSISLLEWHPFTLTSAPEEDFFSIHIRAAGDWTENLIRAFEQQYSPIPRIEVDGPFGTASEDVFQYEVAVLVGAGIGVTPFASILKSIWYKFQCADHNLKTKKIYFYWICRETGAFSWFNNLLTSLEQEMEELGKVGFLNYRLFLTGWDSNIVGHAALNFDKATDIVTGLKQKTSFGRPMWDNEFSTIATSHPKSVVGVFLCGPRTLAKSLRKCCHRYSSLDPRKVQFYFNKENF
rat GALR2 agon = GALR2 (rat) receptor agonism; O08726; AID 833; activation, % at 10 µM; cell-based GALR2 agonist screen; actives 0.5% (n = 16,000); in the data active = activation above about 15%
NOTCH agonist = agonists of NOTCH signaling. NOTCH signaling luciferase reporter cells, luminescence. activation, % at 2.5 µM. actives 0.4% (n = 15,000); in the data active = activation above about 2.2%
TLR4 MyD88 blk = inhibitors of human TLR4-MyD88 binding. O00206. Cell-based TLR4-MyD88 binding inhibition assay. inhibition, % at 10 µM. actives 0.06% (n = 16,000). AID 811; in the data active = inhibition above about 45%
Luminol counter = luminol signal inhibition, Nox1 inhibitor counter-screen | HRP/luminol/H2O2 chemiluminescence counterscreen | inhibition, % at 6.7 µM | actives 0.4% (n = 16,000) | AID 1823; also: reference of the scale not given here
PME-1 Maybr inh = Maybridge compound blocking human PME-1; Q9Y570; recombinant PME-1, FP-Rh probe fluorescence polarization; inhibition, % at 9 µM; actives 0.5% (n = 16,000); in the data active = inhibition above about 30%
S1P1 ag = activates the human S1P1 receptor. actives 1.5% (n = 16,000). AID 1044. P21453. S1P1 agonist cell-based reporter assay. activation, % at 4.5 µM; in the data active = activation above about 80%
Starred values were filed as active, the others as inactive; nt = not tested or not shown. Rule as the data show it, unless noted: active = inhibition above about 75%; inactive = the rest.

SMILES | KOR antag MB | Nox1 inhibitor | rat GALR2 agon | NOTCH agonist | TLR4 MyD88 blk | Luminol counter | PME-1 Maybr inh | S1P1 ag
O=C(NC(=O)c1ccccc1)Nc1ccc(-c2cnco2)cc1 | -16.9 | -3.1 | 1.4 | -0.5 | -3.1 | -26.8 | -4.8 | 36.4
Cc1nc2nc(N)[nH]c(=O)c2nc1C | -7.5 | -59.1 | -6.0 | -0.3 | 23.4 | 2.5 | -3.8 | 110.9*
CC(Oc1ccc(Cl)cc1Cl)C(=O)NNC(=S)Nc1ccccc1 (stereo unspecified) | -8.5 | 9.6 | -3.7 | -0.6 | 8.7 | -7.0 | -4.5 | 12.1
O=[N+]([O-])c1sccc1CS(=O)(=O)c1ccccc1 | 9.9 | -19.2 | -5.9 | -0.9 | -1.6 | -0.3 | 1.5 | 0.9
O=C(c1ccc(OC(F)(F)F)cc1)c1cc2cc([N+](=O)[O-])ccc2o1 | 9.8 | 26.9 | -1.7 | -0.1 | 1.2 | -6.5 | 5.4 | 23.4
O=C(O)CCC(=O)Nc1ccc(S(=O)(=O)Nc2nccs2)cc1 | 22.0 | -28.4 | -6.0 | 0.1 | -1.1 | -4.2 | 6.4 | -18.0
O=C1C(Cl)=C(Oc2cc(Cl)c(Cl)cc2Cl)C(=O)c2ccccc21 | 21.4 | 64.0 | -9.9 | -0.9 | 3.8 | 0.8 | 33.4* | -8.5
COc1ccc(-c2cc(=S)sc(N)c2C#N)cc1OC | -8.2 | -34.8 | -6.3 | -0.6 | nt | 4.7 | -22.4 | -18.2
O=C(Nc1ccccc1)Nc1ccccc1C(=O)NCC1CC1 | -13.8 | -39.0 | -8.4 | nt | 3.9 | 2.9 | 2.2 | 21.9
O=[N+]([O-])c1ccc(C=Nc2cc(C(F)(F)F)ccc2NCCc2ccccn2)s1 | 10.0 | -20.4 | -7.7 | -0.9 | 0.0 | 9.2 | 1.9 | -17.6
Cc1onc(-c2c(Cl)cccc2Cl)c1NC(=O)N/N=C/c1cccc([N+](=O)[O-])c1 | 10.0 | 18.7 | -1.7 | -0.2 | -11.0 | -5.0 | 4.0 | -33.4
O=C(NCCNc1nccc(C(F)(F)F)n1)c1cccs1 | 7.5 | -27.4 | -7.2 | -0.2 | 4.8 | 1.8 | -0.9 | 78.7
N#CCCN(Cc1ccco1)S(=O)(=O)c1cccc2nonc12 | 0.9 | 21.3 | -6.0 | 0.0 | -17.8 | -6.2 | 8.1 | 0.0
N#Cc1ccc(-c2ccncc2)[nH]c1=O | -0.9 | 10.2 | -5.8 | -0.7 | -7.4 | -6.2 | 4.3 | -9.6
Cc1cc(S(=O)(=O)O/N=C(\N)c2snnc2C)cc(C)c1F | 9.1 | -24.7 | -5.0 | 0.8 | 11.7 | 0.0 | 1.3 | -10.4
COc1ccc(Oc2ccc(C(F)(F)F)cc2N2C(=O)c3nccnc3C2=O)cc1 | 8.8 | -23.6 | -3.9 | -5.4 | -1.2 | -4.0 | 0.9 | -10.0
O=C(Nc1ccc(Oc2ncnc3cc(Cl)ccc23)nc1)c1ccc(-c2ccccn2)s1 | 18.7 | -12.6 | -5.2 | -0.1 | -10.1 | -1.0 | -62.5 | -8.2
O=C(Nc1ccccc1C(=O)NCc1ccccn1)c1ccc([N+](=O)[O-])o1 | -17.3 | 7.6 | -4.9 | -0.8 | -25.0 | -5.3 | 10.1 | -22.4
CC(=O)c1ccc(C#CC(C)(C)O)s1 | 27.4 | -92.1 | -1.6 | -0.6 | 12.7 | 2.3 | -1.4 | 0.4
FC(F)(F)c1ccnc(NCCNC(=S)NCCc2ccccc2)n1 | 2.7 | -15.1 | -2.5 | -0.5 | -9.1 | 3.7 | -4.6 | -15.1
CCOC(=O)c1nnn2c3ccccc3c(=O)n(Cc3ccc(Cl)cc3)c12 | -25.6 | -53.5 | -0.2 | -0.1 | -6.9 | -3.0 | 2.4 | -26.6
O=C(O)CSCc1cccc2ccccc12 | 13.8 | 35.0 | -3.6 | 0.2 | -0.5 | -4.1 | 6.3 | 10.3
CNC(=S)N/N=C/c1ccc(N(C)CCC#N)cc1 | -0.9 | -11.7 | -5.8 | -0.4 | 0.8 | -40.0 | 1.5 | -5.9
CCNc1nc(SCc2ccc([N+](=O)[O-])cc2)nc2nc(N(CC)CC)ncc12 | 0.2 | -54.8 | 1.8 | -0.8 | 3.7 | 1.2 | 0.1 | -16.6
CN=C(NO)C(=O)c1ccc(Cl)cc1 | -9.6 | -33.3 | -4.1 | 0.3 | 1.4 | -2.0 | -0.1 | 7.1
NC(=O)c1ccc(S(=O)(=O)N2CCOCC2)cc1 | 8.9 | -0.4 | -3.5 | nt | 5.3 | -6.5 | 1.7 | 11.3
O=C(CN1CCN(S(=O)(=O)c2ccc(Cl)s2)CC1)N1CCOCC1 | 10.1 | -29.1 | -5.5 | 0.1 | 33.7 | 2.8 | -2.1 | 8.7
CC(C)(C)CC(C)(C)NC(=O)C(Sc1ccccc1N)c1ccccc1 (stereo unspecified) | -22.1 | 5.8 | -8.5 | nt | -15.0 | -5.0 | 0.9 | -14.4
CC1CC(=O)Nc2ccccc2N1C(=O)c1ccc(F)cc1F (stereo unspecified) | -1.6 | -2.5 | -7.1 | nt | -4.5 | -1.2 | 0.9 | -32.1
COC(=O)c1sc(S(C)=O)c(-c2ccon2)c1C (stereo unspecified) | 3.5 | -55.1 | -6.1 | 0.5 | -2.4 | 0.4 | 2.7 | -18.8
COc1cc(C2N(C(C)=O)N=C(NC(C)=O)N2C(C)=O)cc(OC)c1OC (stereo unspecified) | 1.8 | -4.7 | -2.1 | -0.3 | 1.4 | -2.0 | 0.3 | -15.4
CC1CCc2c(ccc3c4c(ccc23)C(=O)C(C)CC4)C1=O (stereo unspecified) | 17.5 | -34.6 | -5.5 | -0.4 | 0.8 | 4.3 | -1.5 | -13.7
FC(F)(F)c1cc(-c2nc(CSc3ncccn3)no2)cc(C(F)(F)F)c1 | 13.2 | -20.8 | -7.3 | -0.2 | -0.4 | -2.4 | 0.8 | 55.2
CN(C)/C=C(\C#N)C(=O)Nc1ccc(F)c(Cl)c1 | 3.6 | -43.5 | -5.1 | -0.7 | nt | 3.0 | 0.4 | 30.5
CCCCc1ccc(-n2c(-c3ccc(F)cc3)coc2=O)cc1 | 15.6 | -47.6 | -4.3 | -0.3 | 1.7 | -28.5 | 2.1 | 3.0
O=C(O)/C=C/C(=O)Nc1ccccc1 | 19.2 | -4.0 | -5.3 | 0.3 | -6.1 | -1.9 | 2.2 | -2.1
O=C(Nc1ccccc1)N1CCN(c2ncccc2C(F)(F)F)CC1 | 14.7 | -34.7 | -4.5 | -1.3 | 0.8 | 3.4 | 1.4 | -5.7
COc1ccc2cc(Br)ccc2c1CC#N | -18.2 | -20.8 | -7.6 | -0.6 | 6.4 | 2.6 | 0.2 | -1.4
Cc1cc(C(=O)Nc2nc(-c3ccc(C)c(Cl)c3)c(C)s2)no1 | 18.3 | -29.5 | -4.7 | -0.5 | -9.8 | 2.9 | -11.6 | -12.2
CCOC(=S)Nc1ccc(OC(F)(F)F)cc1 | 6.3 | 14.9 | -7.3 | -0.8 | -3.6 | -5.9 | 4.8 | 0.0

In another format: entries from further up.
SMILES	KOR antag MB	Nox1 inhibitor	rat GALR2 agon	NOTCH agonist	TLR4 MyD88 blk	Luminol counter	PME-1 Maybr inh	S1P1 ag
COC(=O)c1sc(S(C)=O)c(-c2ccon2)c1C (stereo unspecified)	3.5	-55.1	-6.1	0.5	-2.4	0.4	2.7	-18.8
COc1cc(C2N(C(C)=O)N=C(NC(C)=O)N2C(C)=O)cc(OC)c1OC (stereo unspecified)	1.8	-4.7	-2.1	-0.3	1.4	-2.0	0.3	-15.4
CC1CCc2c(ccc3c4c(ccc23)C(=O)C(C)CC4)C1=O (stereo unspecified)	17.5	-34.6	-5.5	-0.4	0.8	4.3	-1.5	-13.7
FC(F)(F)c1cc(-c2nc(CSc3ncccn3)no2)cc(C(F)(F)F)c1	13.2	-20.8	-7.3	-0.2	-0.4	-2.4	0.8	55.2
CN(C)/C=C(\C#N)C(=O)Nc1ccc(F)c(Cl)c1	3.6	-43.5	-5.1	-0.7	nt	3.0	0.4	30.5
CCCCc1ccc(-n2c(-c3ccc(F)cc3)coc2=O)cc1	15.6	-47.6	-4.3	-0.3	1.7	-28.5	2.1	3.0
O=C(O)/C=C/C(=O)Nc1ccccc1	19.2	-4.0	-5.3	0.3	-6.1	-1.9	2.2	-2.1
O=C(Nc1ccccc1)N1CCN(c2ncccc2C(F)(F)F)CC1	14.7	-34.7	-4.5	-1.3	0.8	3.4	1.4	-5.7
COc1ccc2cc(Br)ccc2c1CC#N	-18.2	-20.8	-7.6	-0.6	6.4	2.6	0.2	-1.4
Cc1cc(C(=O)Nc2nc(-c3ccc(C)c(Cl)c3)c(C)s2)no1	18.3	-29.5	-4.7	-0.5	-9.8	2.9	-11.6	-12.2
CCOC(=S)Nc1ccc(OC(F)(F)F)cc1	6.3	14.9	-7.3	-0.8	-3.6	-5.9	4.8	0.0

The listing continues.
SMILES | KOR antag MB | Nox1 inhibitor | rat GALR2 agon | NOTCH agonist | TLR4 MyD88 blk | Luminol counter | PME-1 Maybr inh | S1P1 ag
O=[N+]([O-])c1cc(C(F)(F)F)ccc1Oc1ccc(-c2ncon2)cc1 | 21.0 | 55.6 | -9.6 | -0.4 | -1.4 | -5.8 | 9.5 | 49.6
Cc1csc(N2C(=O)C=CC2=O)c1C(=O)c1ccccc1 | 5.6 | -37.0 | -8.0 | -1.0 | 1.5 | -1.2 | -19.5 | 25.2
CSc1cccc(Nc2nc(C(C)(C)C)cs2)c1 | -1.8 | -21.2 | -11.6 | nt | -0.3 | 5.1 | 5.1 | -10.9
Cc1c(C(=O)O/N=C(\N)c2ccc([N+](=O)[O-])o2)n(C)oc1=O | -1.4 | 10.3 | -4.5 | -0.5 | 9.8 | -3.8 | 0.8 | -3.5
CN1CCN(c2c3c(c(C#N)c4nc5ccccc5n24)CCC3)CC1 | -9.5 | -18.9 | 2.1 | -0.5 | -9.5 | 3.6 | 3.9 | -8.7
Nc1cc(S(=O)(=O)O)c(N)c2c1C(=O)c1ccccc1C2=O | 1.2 | 0.4 | -7.9 | nt | -4.2 | -16.4 | 98.6* | -12.9
CN(C)S(=O)(=O)Oc1ccc(-c2noc(-c3ccc(Oc4cc(Cl)cc(Cl)c4)o3)n2)cc1 | -8.1 | -27.8 | -5.5 | -0.9 | 7.6 | 4.3 | -16.3 | 31.6
CCOC(=O)C1=C(C)OC(N)=C(C#N)C1c1ccc(Cl)cc1 (stereo unspecified) | -15.8 | 12.8 | -3.9 | -0.3 | -12.5 | -4.4 | 4.5 | 5.5
Cc1onc(-c2cccc([N+](=O)[O-])c2)c1C(=O)O/N=C(\C#N)c1ccccc1 | 15.6 | -29.6 | -6.8 | -0.5 | 3.2 | -1.6 | 5.0 | -2.9
COCCCN=C(NC#N)SC | -0.9 | -41.1 | -4.0 | -0.6 | -1.6 | -4.0 | 2.0 | -5.1
NS(=O)(=O)c1cccc(NC(=O)C2COc3ccccc3O2)c1 (stereo unspecified) | -5.5 | 2.6 | -10.5 | -0.8 | -11.5 | 1.6 | 0.0 | -2.0
O=C(Nc1ccccc1)c1ncoc1-c1ccc(Cl)cc1 | -11.2 | -61.4 | -6.5 | nt | 2.7 | -1.2 | 1.4 | -2.4
COc1ccc(NC(=O)Nc2ccc(Cc3ccc(NC(=O)Nc4ccc(OC)cc4)cc3)cc2)cc1 | 24.5 | 18.7 | -2.8 | 1.0 | -1.0 | -25.4 | -4.5 | -5.6
O=C(NNC(=O)c1ccccc1)NC(=O)c1ccccc1Cl | -4.5 | 23.6 | -1.5 | 0.1 | 9.5 | -0.6 | 6.7 | 6.3
O=C(Nc1ccc(NC(=O)c2ccccc2O)cc1)c1ccc(Cl)cc1 | 13.0 | 2.2 | -5.1 | -0.6 | -4.5 | -0.4 | -7.9 | -10.7
O=c1c(-c2ccccc2)c(O)nc2ccccn12 | 28.0 | 13.5 | -3.4 | -0.3 | 10.9 | -5.8 | 6.6 | 12.1
CCOC(=O)c1c(Cl)cc(C)cc1N1CCCC1 | 16.2 | -64.2 | -8.9 | -0.7 | 7.7 | 0.3 | 4.3 | 20.4
CCCc1c(C(=O)Nc2cc(C)on2)cnn1-c1ccccc1 | 44.4 | -54.6 | -3.5 | -0.2 | -2.2 | 4.9 | 0.0 | 11.1
c1ccc(-c2csc(-c3ccc(-c4ccccn4)s3)n2)cc1 | -12.5 | 26.5 | -2.6 | 0.6 | -15.6 | -4.6 | -14.2 | -4.1
O=C(Cc1csc(-c2cccs2)n1)NNC(=O)c1cccs1 | -3.3 | -25.9 | 3.5 | -0.2 | 3.0 | 8.0 | 3.9 | 10.9
O=C(NCc1cccnc1)c1cnc2ccccc2n1 | 14.2 | -34.0 | -6.3 | -0.4 | 9.9 | -0.1 | 3.2 | -2.2
